# Bioassay records as filed in PubChem BioAssay.
# HDAC3 inh: inhibitors of human histone deacetylase 3 | inhibition, % at 8.3 µM | 0.15% of 320,000 active | recombinant HDAC3, fluorogenic peptide/trypsin coupled, fluorescence | O15379; in the data active = inhibition above about 26%, passing the limit was not always enough; inconclusive = no clear call, values can overlap the other calls
# Target sequence (O15379 whole entry, looked up): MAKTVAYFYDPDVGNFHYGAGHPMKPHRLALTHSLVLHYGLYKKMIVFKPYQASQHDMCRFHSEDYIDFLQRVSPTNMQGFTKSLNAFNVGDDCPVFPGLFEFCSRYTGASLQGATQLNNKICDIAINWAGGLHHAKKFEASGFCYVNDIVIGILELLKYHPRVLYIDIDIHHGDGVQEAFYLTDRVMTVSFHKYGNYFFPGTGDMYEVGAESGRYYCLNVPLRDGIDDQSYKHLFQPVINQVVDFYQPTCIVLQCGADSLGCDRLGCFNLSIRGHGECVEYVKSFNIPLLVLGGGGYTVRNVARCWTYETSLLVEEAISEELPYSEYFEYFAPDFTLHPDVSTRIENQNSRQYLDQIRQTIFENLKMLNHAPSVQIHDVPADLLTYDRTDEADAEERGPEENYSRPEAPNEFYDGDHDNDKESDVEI
# HSF-1 act: increases HSF-1 driven luciferase reporter signal; activation, % at 9 µM; 1.7% of 300,000 active; NIH3T3-HGL HSF-1 luciferase reporter, MG132, 8 h; 100% = twice DMSO control signal;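 active = mean replicate activation of at least 50% with a set share of replicates each reaching 50%; inconclusive = only one of those two conditions met; inactive = mean below 50% and too few replicates reaching it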;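 note: 0% = median of the neutral control wells and 100% = twice that signal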
# Platelet DG rel: platelet dense granule release activity; AID 1663; human platelet-rich plasma, SFLLRN dense granule ATP release, luminescence; inhibition, %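 (compounds screened at 7.5 µM in platelet-rich plasma)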; 0.22% of 300,000 active;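 active = mean replicate score, as percent of positive control, at or above 50; inconclusive = mean below 50 but at least one replicate at or above 50; inactive = mean and every replicate below 50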
# IEC-6 cytotox: kills IEC-6 intestinal cells in KLF5 counter-screen; 0.78% of 290,000 active; inhibition, % at 5 µM; IEC-6 cytotoxicity, luminescence viability; in the data active = inhibition above about 22%;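 note: 0% = plate median of test compound wells and 100% = cytotoxic reference compound wells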
# AI-2 QS modul: Vibrio harveyi AI-2 quorum sensing modulation; Vibrio harveyi JMH597 AI-2 luminescence/OD600 ratio, 9 h; hits give low values; strain lacks LuxN and CqsS sensors; 0 = neutral-control median; activity change, % at 7.5 µM; 0.4% of 300,000 active; AID 2094; in the data active = activity change below about -75%, passing the limit was not always enough; inconclusive = no clear call, values can overlap the other calls;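 note: luminescence divided by OD600 gain over 9 h not by final OD600 alone; inactives centre near 13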
# HSP90 refold inh: inhibitors of HSP90 luciferase refolding in rabbit reticulocyte lysate. 0.91% of 290,000 active. inhibition, % at 5.6 µM. AID 1789. luciferase refolding luminescence, 3 h;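 active = inhibition above the screen-wide mean plus 3 SD, computed separately per campaign, cut at about 16% in these data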;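 note: 0% = DMSO wells and 100% = 60 µM geldanamycin wells; inhibitors lower the luminescence because luciferase stays unfolded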
# KLF5 inhibitor: suppresses KLF5 promoter-driven expression; DLD-1 KLF5 promoter-luciferase reporter, luminescence; inhibition, % at 5 µM; 0.23% of 290,000 active; AID 1700;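 active = inhibition above a per-plate limit of that plate's mean compound inhibition plus 3 SD, cut at about 60% in these data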;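 note: 0% = DMSO wells and 100% = LY294002 at 200 µM; higher means less KLF5 promoter-driven luciferase light; inactives centre near -14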
# aSyn 5UTR inh: MLPCN primary screen, SNCA 5' untranslated region; alpha-synuclein 5'UTR reporter, inhibitor activity; 0.82% of 300,000 active; inhibition, % (tested at 7.5 µM); in the data active = inhibition above about 60%; inconclusive = no clear call, values can overlap the other calls;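 note: H4 neuroglioblastoma cells stably carrying SNCA 5'UTR luciferase fusion; 0% = DMSO wells and 100% = positive control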
# HSF1 inhib: HSF1 inhibition; NIH3T3-HGL HSE-luciferase, MG132-induced, luminescence 8 h; hits give low values; activity change, negative = inhibition, % at 7.5 µM (by protocol); 0.77% of 300,000 active; AID 2098;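 active = more than half of replicate wells show activity change below -50%, luminescence cut by over half; inconclusive = some wells, but at most half, below -50%; inactive = no replicate well below -50%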;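 note: luciferase reports HSF-1 transcriptional activity via heat shock element; 0% = median of DMSO wells and -100% = zero luminescence signal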
# HIF activator: HIF pathway transcriptional activation | U2OS HRE-luciferase reporter, luminescence; normalized: DMSO 0%, desferrioxamine 100% | activation, % at 7.5 µM (by protocol) | 0.32% of 300,000 active;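 active = mean activation of at least 10% of the iron chelator positive control signal, with at least half of replicates also reaching 10%; inconclusive = mean and replicate majority disagree about reaching 10%; inactive = mean and most replicates under 10%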
# * marks the source's active call; other numbers are inactive results; ? = inconclusive; · = no result given; & = joins results of further samples.
# Below each SMILES – HDAC3 inh	HSF-1 act	Platelet DG rel	IEC-6 cytotox	AI-2 QS modul	HSP90 refold inh	KLF5 inhibitor	aSyn 5UTR inh	HSF1 inhib	HIF activator
> Cc1cc(C)cc(NC(=S)N=Nc2c(O)n(C)c3ccc(S(=O)(=O)N4CCOCC4)cc23)c1
  -2	6	-1	4	21	2	-11	63*	-1	0.6
> COc1cc(NC(=O)NNC(=O)c2cc3occc3n2C)cc(OC)c1OC
  4	5	6	3	-10	1	-56	21	-1	0.7
> Cc1cccc(NC(=O)c2ccc3nsnc3c2)c1C
  -3	-12	1	-4	22	2	6	-10	2	1.4
> CC1(C)CC(=O)C(C(=O)c2ccccc2)C(=O)C1Cl (stereo not drawn)
  1	3	·	-3	6	1	-71	-7	-5	-0.3
> COc1ccc(-n2c(SCC(=O)NNC(=O)c3ccc(C)cc3)nnc2-c2ccncc2)cc1
  -2	-5	2	0	2	3	-15	-5	-4	0.2
> CCOc1ccccc1Nc1nnc(SCC(=O)Nc2ccc3[nH]c(=O)[nH]c3c2)s1
  1	5	2	2	13	3	-24	-9	3	-1.2
> Cc1c(OC(C)C(=O)NCC(O)c2ccccc2)ccc2c3c(c(=O)oc12)CCCC3 (stereo not drawn)
  -4	-4	3	-1	14	0	-20	-14	4	-0.3
> CC(C)(Oc1ccc(Cl)cc1)C(=O)Nc1ncccn1
  5	17	-2	4	27	9	-6	4	1	0.4
> N=C(N)N=Nc1c(O)[nH]c2ccc(Br)cc12
  4	12	-5	4	27	0	19	6	-2	-0.3
> CCCOc1ccc(C(=O)N/N=C/c2ccc(-c3ccc(S(=O)(=O)Nc4ncccn4)cc3)o2)cc1
  ?	2	7	-9	35	-3	1	-10	-4	-0.1
> COc1ccc(-c2cc(C(=O)Nc3ccc4c(c3)OCO4)no2)cc1
  -5	-15	12	0	16	2	7	-18	-8	-0.1
> O=C(OCCCOc1ccc(F)cc1)c1ccc(O)cc1O
  -2	9	-2	4	-27	1	-33	-61	0	1.2
> COc1ccc(/C=N\NC(=O)CCc2c(C)n[nH]c2C)c(OC)c1OC
  5	-2	5	-3	18	3	-20	1	1	0.0
> O=c1cc(-c2ccc(Cl)cc2)[nH][nH]1
  7	-9	0	-2	18	29*	-52	7	6	-0.7
> O=C(COC(=O)c1ccccc1-n1cnnn1)c1ccc(F)c(F)c1
  1	-7	-14	·	3	·	·	-58	-2	1.5
> O=C1CNC(=O)/C1=C/c1ccc(O)cc1
  8	14	3	1	5	1	-24	9	0	0.2
> COC(=O)/C(=N/Nc1ccccc1)N1CCCc2ccccc21
  ·	·	-6	-2	12	1	4	28	·	·
> Cc1occc1-c1nnc(SCC(=O)Nc2nc3ccccc3s2)o1
  6	21	5	0	16	-7	-28	-2	11	1.0
> C=CCNC(=O)c1ccccc1NC(=O)COc1ccccc1
  5	39	1	-2	14	-1	-11	9	5	-0.7
> N#Cc1ccc(NC(=O)Cn2c3[n+](c4ccc(C(F)(F)F)cc42)CCCCC3)cc1
  0	4	-3	-6	17	0	-41	8	-2	-0.1
> Cc1cc2ncn(C(=O)N3CCC(C)CC3)c2cc1C
  -1	17	-1	12	12	-4	-52	-67	14	1.0
> CN(C)/C=C(/C(=O)c1ccc(Cl)c(Cl)c1)S(C)(=O)=O
  5	5	-2	7	-4	1	-2	3	1	0.4
> CCc1ccc(CNC(=O)C2CCCN(c3nnc(C)c4c(C)n(-c5ccccc5)nc34)C2)cc1 (stereo not drawn)
  -11	6	-3	0	21	-3	-21	-36	6	0.0
> COc1cc(/C=N/NC(=O)CCN2CCN(Cc3ccccc3)CC2)cc(OC)c1OC
  2	-12	16	-4	16	0	-29	18	0	-0.6
> COc1ccc(C(=O)NC(C)c2nnc(SCc3ccc(Cl)c(Cl)c3)n2C)cc1 (stereo not drawn)
  10	13	-4	3	18	2	-26	9	8	-0.7
> Cc1onc(-c2ccccc2)c1CNS(=O)(=O)c1ccccc1[N+](=O)[O-]
  3	3	15	-1	24	5	-18	-15	-3	-0.5
> CCS(=O)(=O)C(=C1Nc2ccccc2N1)S(=O)(=O)CC
  2	9	4	4	43	3	-11	-7	-1	-0.1
> COc1ccc(N2C(=O)CSC23CCCCC3)cc1
  0	7	-4	-3	29	-1	-3	2	-3	-0.2
> O=C(O)CCCCCNc1nc(=S)[nH]c2ccccc12
  4	5	-1	-4	37	0	-19	20	3	-0.3
> CC1CCC(C(=O)NC(C(=O)NCCc2ccc(S(N)(=O)=O)cc2)C(C)C)CC1 (stereo not drawn)
  -2	-2	-2	-2	14	0	-6	9	-4	0.6
> COc1cc(/C=N/n2cnnc2)ccc1OCC(=O)N1CCOCC1
  3	-14	2	2	23	2	-25	-11	-4	-0.8
> CC(=O)NC(Cc1ccccc1)C(=O)OCC(=O)c1ccc(F)cc1 (stereo not drawn)
  -2	-2	2	-2	12	1	-2	21	8	0.4
> COCCn1cc(C(=O)NCc2cccs2)c2c3ccccc3n(C)c2c1=O
  -2	-4	12	3	19	1	-7	13	3	0.1
> CCOC(=O)C(=CN=C(N)Nc1nc2ccccc2o1)C(=O)OCC
  -4	-8	2	0	12	-2	-43	-119	6	2.5
> CC(=O)OCCN1C(=O)c2cccnc2C1=O
  -6	5	4	-3	15	-1	-22	-2	-8	0.1
> COc1ccccc1-c1noc(CCC(=O)Nc2cccc(C)c2)n1
  9	3	-6	-2	14	-1	-13	-14	4	0.7
> Cc1cc(N(C)Cc2ccccc2)nc(-c2ccccc2)n1
  1	11	9	2	13	0	-15	2	6	0.4
> Nc1ccc2nc(-c3ccccc3)c(-c3ccccc3)nc2c1
  -3	-4	-5	-9	23	6	-44	14	1	-0.9
> O=S(=O)(c1ccccc1)N1CCN(C(=S)NCc2ccccc2)CC1
  -8	19	-4	-5	-5	-2	0	-7	4	-0.8
> O=C(O)c1cc(=O)[nH]c2c(Cl)cccc12
  2	2	-4	5	15	6	-4	-8	-1	-0.4
> Cc1ccc(/C=C/C(=O)OCC(=O)N2CC(=O)Nc3ccccc32)o1
  9	4	-3	-4	-1	7	-31	-45	-4	0.0
> CSC1=NCCN1C(=O)C(C)(C)Oc1ccc(Cl)cc1
  12	9	-1	-2	22	2	-28	2	5	-0.3
> Cc1nnc(SCC(=O)Nc2ccccc2F)n1Cc1ccco1
  -10	14	5	7	7	2	-28	-9	0	-0.2
> O=C(CNc1ccccc1)N/N=C/c1ccc2c(c1)OCO2
  1	3	-1	0	9	-2	-14	-28	0	-0.1
> CCn1c(=O)n(CCc2ccccc2)c(=O)c2c3c(sc21)CCCC3
  2	-9	-3	-7	18	1	-21	9	-3	-0.3
> COc1ccc(OC)c(NC(=O)CNC(=O)Cn2cnc3ccccc3c2=O)c1
  -4	-3	5	4	-6	3	-28	16	1	0.3
> CCn1cc(C(=O)NC(=S)Nc2ccccc2Br)cn1
  3	21	5	-3	-16	-4	-72	-51	19	1.8
> CCCCc1nnc(NC(=O)CSCc2cc(=O)n3ccsc3n2)s1
  2	-2	11	-3	10	0	-24	11	-4	0.1
> COc1ccc(C)cc1S(=O)(=O)Nc1cccc(SC)c1
  -11	2	-91	12	102	9	6	11	-3	-0.3
> O=S(=O)(/N=C(/Nc1cc(N2CCOCC2)ncn1)c1ccc(F)cc1)c1ccccc1
  -2	-7&14	12	7	21	1	-3	-41	-7&1	0.4
> CC1CN(C(=O)CCn2c(=O)oc3ccccc32)CC(C)O1 (stereo not drawn)
  -3	9	-3	-6	7	-4	-37	4	2	-0.7
> CCCc1cc(-c2ccc(O)c(OCC)c2)c(C#N)c(N)n1
  2	-1	-3	8	18	-2	-6	8	-1	0.1
> COc1ccc(NC(=O)CN2C(=O)COc3ccc(S(=O)(=O)N4CCOCC4)cc32)cc1Cl
  5	34	-29	-6	19	-5	-22	-28	8	-0.4
> O=S(=O)(c1ccccc1)N1CCN(C(=S)Nc2ccccc2Cl)CC1
  ·	8	-9	-9	15	2	-22	12	-5	-0.2
> CCOc1ccccc1OCCCC(=O)N1CCN(S(=O)(=O)c2ccc(C)cc2)CC1
  2	22	4	-7	28	-1	-10	9	11	-0.3
> C[C@@H](C(=O)O)[C@H]1C[C@]1(C)[C@H](NC(=O)OCc1ccccc1)c1ccccc1
  4	-9	1	-7	9	-2	6	23	2	0.5
> O=C(C1CCCC1)N1CCCC(Nc2ccc(F)cc2)C1 (stereo not drawn)
  2	-2	-1	-12	11	1	-19	1	-5	-0.1
> CC(C)CCNC(=O)CCNS(=O)(=O)c1ccc(Cl)cc1
  0	17	2	3	2	0	8	-9	-2	-0.5
> Cc1ccnc(NC(=O)C(C)N2C(=O)c3ccccc3C2=O)c1 (stereo not drawn)
  1	4	15	1	-23	5	-60	0	-10	0.0
> Cc1ccccc1NC(=O)N1c2ccccc2CC1C (stereo not drawn)
  5	12	6	-4	34	-2	-24	-25	1	0.2

# Continuation:
# Below each SMILES – HDAC3 inh	HSF-1 act	Platelet DG rel	IEC-6 cytotox	AI-2 QS modul	HSP90 refold inh	KLF5 inhibitor	aSyn 5UTR inh	HSF1 inhib	HIF activator
> CC(=O)CSc1ncnc2sc3c(c12)CCCC3
  -1	-14	1	4	3	2	-24	-5	1	0.0
> COc1ccc(S(=O)(=O)N(C)c2ccc(C(=O)Nc3cccnc3)cc2)cc1OC
  3	7	-8	-1	32	-5	-6	20	-3	-0.7
> CCOCC(=O)Nc1nc(-c2ccccc2)c(CC)s1
  5	0	8	0	0	0	-10	24	-2	0.0
> O=c1cc(Cl)[nH]n(-c2ccccc2)c1=O
  4	7	1	6	18	-4	-32	12	-3	-1.3
> CC(C)COC(=O)C1[C@H]2C(=O)N(Cc3cccs3)C[C@]23C=C[C@H]1O3 (stereo partly drawn)
  2	-5	14	-3	24	1	-25	-4	-5	0.2
> CCCCCc1nc2c(=O)[nH]c3ccccc3c2o1
  0	28	5	-4	14	-2	-21	-78	15	3.2
> COC(=O)c1ccccc1NC(=O)CSc1nnc(C(CO)NC(=O)c2ccccc2Cl)n1C (stereo not drawn)
  8	-5	10	4	18	2	-17	-37	-1	0.2
> COc1cccc(-c2nn(-c3ccccc3)cc2CN(C)C(C)c2ccncn2)c1 (stereo not drawn)
  6	46	-5	1	-2	5	-15	-11	18	0.7
> O=C(O)c1c2c(nc3ccccc13)/C(=C/c1cccc([N+](=O)[O-])c1)CCC2
  5	7	3	-4	8	-3	-5	-1	-1	0.4
> O=C(N/N=C/c1cccs1)c1ccc2nc[nH]c2c1
  11	5	-3	-4	-7	2	-34	-20	3	1.5
> O=C(OC(C(=O)NCC1CCCO1)c1ccc(F)cc1)c1cccs1 (stereo not drawn)
  -2	-55	0	-5	33	0	-18	17	-45	-0.3
> COCCC(=O)Nc1ccc2c(c1)CN(C(=O)CCSC)CC2
  1	3	0	-5	21	0	8	15	0	0.0
> O=C(NC1=NCCS1)C12CC3CC(C1)CC(C(=O)NC1=NCCS1)(C3)C2
  4	0	7	-27	16	-2	-8	-71	2	-0.2
